Peg3 prom inh: inhibitors of Peg3 promoter | HeLa PEG-Prom luciferase reporter, luminescence, overnight | inhibition, % at 20 µM | 360,000 compounds, 1.7% hits;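 active = inhibition of at least 50% at 20 µM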
MITF TRPM1 inh: reduces MITF-dependent TRPM1 promoter luciferase signal; SK-MEL-5 TRPM1 promoter luciferase, 24 h; inhibition, % at 12.5 µM; 330,000 compounds, 0.83% hits; AID 488899;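 active = mean inhibition across replicates of 60% or more, whatever share of single replicates reaches that level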; also: values of inactives mirror those of a sister screen read the other way
NR2E3 ag-1: agonists of human nuclear receptor NR2E3; GST-NR2E3/biotin-RetCOR TR-FRET, 1536-well; 320,000 compounds, 0.12% hits; inhibition of corepressor binding, % at 4.78 µM; Q9Y5X4; AID 2300;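 active = percent inhibition above the cutoff of mean plus 3 SD of all tested compounds, set per screening campaign, cut at about 20% in these data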;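 also: 0% = DMSO wells and 100% = biotin wells as full block of FRET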
Target sequence (Q9Y5X4 whole entry, looked up): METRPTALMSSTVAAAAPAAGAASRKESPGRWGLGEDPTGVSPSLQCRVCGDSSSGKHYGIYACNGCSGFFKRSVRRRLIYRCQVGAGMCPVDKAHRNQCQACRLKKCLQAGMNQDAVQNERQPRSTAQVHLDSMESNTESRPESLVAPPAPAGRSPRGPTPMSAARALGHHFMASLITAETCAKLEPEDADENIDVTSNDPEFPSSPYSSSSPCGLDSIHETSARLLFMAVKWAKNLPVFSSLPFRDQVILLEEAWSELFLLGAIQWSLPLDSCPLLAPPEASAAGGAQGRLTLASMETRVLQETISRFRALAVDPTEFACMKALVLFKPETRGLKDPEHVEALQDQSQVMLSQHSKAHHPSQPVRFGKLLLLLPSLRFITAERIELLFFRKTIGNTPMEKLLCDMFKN
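Material: NR2E3–RetCOR corepressor complex / Amount: 1.35 nM GST-NR2E3 / Medium: Tris pH 7.5 / Compound: single nominal compound dose of 4.8 µM / Incubation: 5 h at 4 °C / Technique: TR-FRET, Eu(K)-anti-GST donor, streptavidin-D2 acceptor, ex 340, em 617/671 nm / Read-out basis: percent loss of FRET ratio relative to control wells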
NR2E3 ag-2: activates human NR2E3 receptor. Q9Y5X4. CHO-S Gal4-NCOR/VP16-NR2E3 two-hybrid, luciferase. inhibition of corepressor binding, % at 3.98 µM. 360,000 compounds, 0.35% hits. AID 602229;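 active = inhibition above the mean of all tested compounds plus 3 SD, cut at about 70% in these data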;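 also: 0% = DMSO with NR2E3 transfected cells and 100% = cells lacking NR2E3 construct; higher means lower luciferase signal from less NR2E3 corepressor binding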
CF NFkB inh: inhibitors of cystic fibrosis induced NF-kB; KKLEB NF-kB-GFP reporter, PAF-induced, GFP fluorescence overnight; inhibition, % at 5 µM; 360,000 compounds, 0.86% hits; AID 588850;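 active = at least 50% inhibition at 5 µM, scaled per plate between neutral and stimulator controls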;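 also: PAF is a Pseudomonas aeruginosa culture filtrate used as stimulus; plate controls were PAF-stimulated DMSO wells for no effect and unstimulated DMSO wells for full effect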
hiPSC survival: hiPSC single-cell survival enhancement | ATPlite luminescence; 100% = ROCK inhibitor wells, 0% = DMSO | survival enhancement, % at 20 µM | 360,000 compounds, 0.044% hits | AID 602274; in the data active = survival enhancement above about 18%;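 also: cells exposed to compounds for 16 hours before the ATP read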
aDG glyco up: increases alpha dystroglycan glycosylation; activation, % at 10 µM; Pro5-aDG cells, alpha-DG glycosylation AlphaScreen (IIH6); 0% Pro5, 100% B10-LARGE cell signal; 360,000 compounds, 0.22% hits;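 active = activation of at least 8% versus controls, or a plate z-score of at least 8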;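 also: Pro5 are CHO cells carrying HIG-tagged alpha-DG that lacks glycosylation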
Shn3 inh set2: Schnurri-3 reporter inhibition in Clone20 osteoblasts. inhibition, % at 12.5 µM. 360,000 compounds, 0.52% hits. Clone20 osteoblast Shn3 3'UTR firefly luciferase, 24 h. AID 588674;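 active = mean inhibition of at least 75% with every replicate also reaching 75%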;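 also: 0% = median of neutral control wells and 100% = pilot-screen positive control compound; some compounds past the cut are filed as inactive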
KKLEB tox: counter-screen for CF NF-kB inhibitors: cytotoxicity; KKLEB CF airway cells viability, ATPlite luminescence, overnight; hits give low values; cells stimulated with P. aeruginosa culture filtrate; activity change (cytotoxicity), % at 5 µM; 360,000 compounds, 0.36% hits; AID 602141;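 active = corrected activity change at or below -50% at 5 µM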
TWEAK-Fn14 inh: inhibitors of TWEAK-Fn14 interaction signaling | TWEAK-stimulated Fn14 reporter cells, luciferase luminescence, 8 h | inhibition, % at 10 µM | 360,000 compounds, 2% hits; in the data active = inhibition above about 50%
HIF-2a block: HIF-2a inhibition. inhibition, % at 18.8 µM. 786-0 RCC cells HIF-2a reporter, luciferase luminescence, overnight. 360,000 compounds, 0.72% hits;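 active = inhibition of the luminescence signal of 40% or more relative to plate controls, in a single-dose primary screen at 18.75 µM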
* hit, by the source's call; · = no result given.

Start of the listing, in advance:
SMILES	Peg3 prom inh	MITF TRPM1 inh	NR2E3 ag-1	NR2E3 ag-2	CF NFkB inh	hiPSC survival	aDG glyco up	Shn3 inh set2	KKLEB tox	TWEAK-Fn14 inh	HIF-2a block
O=C(OCc1c(F)cccc1Cl)c1cnc2ccccc2n1	-3	-3	3	-4	-7	-0.1	-0.1	3	5	-10	-15
CSc1ccccc1NC(=O)CSc1nnnn1-c1ccccc1SC	7	4	-1	-10	-17	-1.6	0.0	6	-25	5	4
Cc1ccccc1OCCC(=O)Nc1ccc2c(C)cc(=O)oc2c1	-18	-8	-4	-37	-17	0.5	0.8	-9	13	-34	-20
COc1ccccc1NC(=S)Nc1cccc2cnccc12	-21	17	-5	-11	10	-3.2	0.5	42	-4	17	-3

This part in full, previewed entries included:
SMILES	Peg3 prom inh	MITF TRPM1 inh	NR2E3 ag-1	NR2E3 ag-2	CF NFkB inh	hiPSC survival	aDG glyco up	Shn3 inh set2	KKLEB tox	TWEAK-Fn14 inh	HIF-2a block
O=C(OCc1c(F)cccc1Cl)c1cnc2ccccc2n1	-3	-3	3	-4	-7	-0.1	-0.1	3	5	-10	-15
CSc1ccccc1NC(=O)CSc1nnnn1-c1ccccc1SC	7	4	-1	-10	-17	-1.6	0.0	6	-25	5	4
Cc1ccccc1OCCC(=O)Nc1ccc2c(C)cc(=O)oc2c1	-18	-8	-4	-37	-17	0.5	0.8	-9	13	-34	-20
COc1ccccc1NC(=S)Nc1cccc2cnccc12	-21	17	-5	-11	10	-3.2	0.5	42	-4	17	-3
CCc1cccc(C)c1NC(=O)C1=C(C(=O)O)CCCC1	16	-4	1	-13	-14	-2.2	2.6	-8	3	7	23
CC1CCN(S(=O)(=O)c2ccc3c(c2)c(=O)c(C(=O)NCc2ccco2)cn3C)CC1	32	5	-1	16	-37	1.5	-0.4	20	7	-1	20
O=C(O)c1cc(N/N=C/C=C/c2ccccc2)ccc1Cl	-230	-80	0	-100	14	-0.4	-0.4	-78	-8	-17	-243
Cc1ccccc1CN(C)C[C@@H]1OCc2cnnn2CCCC(=O)N([C@H](C)CO)C[C@H]1C	-15	·	·	-4	7	1.6	0.1	-12	-7	-1	8
O=C(COc1ccc(Br)cc1F)N1CCN(c2ncccn2)CC1	13	10	-1	-25	-6	0.2	0.1	4	6	-1	-3
COc1cc(/C=N/Nc2nc(C)cc(C)n2)ccc1OC(=O)c1ccco1	-16	0	-5	-17	0	-1.1	-0.2	3	-6	10	-21
O=S(=O)(c1ccc(F)cc1)N1CN(Cc2ccco2)c2nc3ccccc3nc21	-5	-8	1	-10	-8	-1.3	0.5	9	0	20	-21
NC(=O)Cn1cc(/C=N\NS(=O)(=O)c2ccc(Cl)cc2)c2ccccc21	12	18	-2	2	-16	-0.6	-0.2	-2	-14	1	2
O=C(Cn1nnc2ccccc2c1=O)Nc1ccc(S(=O)(=O)N2CCOCC2)cc1	7	4	-1	-9	-1	1.3	-0.3	6	6	4	13
CCN1CCN(C(=O)CN(c2ccc(C)cc2)S(C)(=O)=O)CC1	-9	2	-1	18	-15	12	0.0	-9	4	-8	8
Cc1cccc(COc2coc(CN3CCN(C(=O)c4ccco4)CC3)cc2=O)c1	14	-9	1	-23	2	0.6	-0.3	9	-12	-8	8
O=C1NC[C@H](CCCCN2CCN(Cc3ccccc3)C(=O)C2=O)N(CCc2ccc(O)cc2)C1=O	·	·	·	-9	·	-0.4	-0.1	·	·	5	2
COc1cc2c(cc1OC)CN(C(=O)c1cc(=O)c3ccccc3o1)CC2	12	25	0	-103	3	0.6	-0.7	11	6	11	18
O=C(c1cc(S(=O)(=O)N2CCOCC2)c(Cl)cc1Cl)N1CCN(S(=O)(=O)c2cccc(F)c2)CC1	15	2	·	-21	-16	2.6	-0.1	26	22	-12	-7
C=CCOc1c(Br)cc(CNn2nnnc2N)cc1OC	12	14	0	8	15	-1.2	1.6	14	-13	3	7
CCc1ccc(NC(=O)C(C)OC(=O)c2ccc(N3CCCC3)c([N+](=O)[O-])c2)cc1 (stereo not drawn)	6	16	3	-11	-1	-0.9	0.0	12	9	6	7
O=C(COC(=O)c1ccc(-n2cnnn2)cc1)Nc1cc(Cl)ccc1F	8	·	3	-2	-3	-0.5	0.0	5	2	3	11
Cc1ccc(C)c(NC(=O)CN2C(=O)CNC2=O)c1	13	-2	0	-11	-14	3.7	-0.2	0	3	2	8
CC(C)[C@H](NC(=O)OCc1ccccc1)C(=O)OCc1ccccc1	-4	-2	1	-36	-2	0.6	0.1	-2	8	-6	4
COc1ccc(C2c3ccc(O)cc3Oc3ncn4nc(-c5ccncc5)nc4c32)cc1OC (stereo not drawn)	24	-7	0	-5	21	-0.5	-0.3	9	-22	21	23
COc1ccccc1N1CCN(C(=O)c2cccc(S(=O)(=O)NCc3cccnc3)c2)CC1	16	14	5	-4	2	0.0	0.3	42	2	21	22

Following part.
SMILES	Peg3 prom inh	MITF TRPM1 inh	NR2E3 ag-1	NR2E3 ag-2	CF NFkB inh	hiPSC survival	aDG glyco up	Shn3 inh set2	KKLEB tox	TWEAK-Fn14 inh	HIF-2a block
COc1ccccc1/C=C/C(=O)OCC(=O)NC1CCCCCCC1	5	·	·	1	-11	0.4	1.2	-6	9	-13	-1
COc1nccnc1NS(=O)(=O)c1ccc(NC(=S)NC(=O)c2cccc(F)c2)cc1	13	-10	-1	-5	-4	-0.3	0.2	15	24	6	15
CCn1c(=O)cc(SCC(=O)NCCC2=CCCCC2)c2ccccc21	13	-3	0	0	-8	6.3	-0.1	-67	-1	2	8
COc1ccccc1Oc1ccc(NC(=O)Cc2ccccc2)cc1	-78	·	-1	-45	5	0.1	-0.1	-17	6	-10	-146
COc1cccc(-c2nnc(SCC(=O)OC(C)C)n2Cc2ccco2)c1	4	1	1	-19	-12	15	0.3	8	6	4	9
CC(C)CC(=O)Nc1ccc([N+](=O)[O-])cc1Cl	13	·	0	21	23	-0.5	-0.4	-3	-7	-15	9
O=C(CCNS(=O)(=O)c1cccc2nsnc12)N1CC(=O)N(CCc2ccccc2)C(=O)C1	-1	-4	-2	-1	-12	1.9	-0.4	-11	10	-1	-1
COC(=O)c1ccc(COC(=O)c2ccc(-n3cnnn3)cc2)o1	-12	-4	4	-8	9	1.7	-0.2	-23	3	1	3
COc1ccc(C(C(=O)NC2CCCCC2)N(C(=O)c2ccccn2)c2cccnc2)cc1 (stereo not drawn)	3	14	1	-16	-16	-0.1	-0.2	-3	7	8	14
Cc1ccnc(NC(=O)COC(=O)c2ccc(F)cc2F)n1	-19	5	1	15	-21	-0.3	-0.1	18	-3	0	8
CC(C)C(C(=O)NC1=NCCS1)c1ccc(Cl)cc1 (stereo not drawn)	-1	1	2	-7	1	-0.3	1.1	-12	4	6	20
COc1cc(OC)cc(C(=O)OCC(=O)c2ccc(S(=O)(=O)N3CCCCC3)cc2)c1	16	·	4	-8	15	-0.4	0.2	4	7	2	-3
COc1ccc(C(c2nnnn2Cc2cccs2)N2CCN(c3ccccc3)CC2)cc1OC (stereo not drawn)	6	-5	3	-26	14	-0.1	0.5	8	10	8	21
Nc1ccccc1Sc1cc(Cl)nnc1Cl	-6	6	-2	-23	-4	-1.0	0.1	10	8	-1	4
O=c1c2ccccc2nc2n1CCCN2	-2	-4	5	22	-13	-1.2	-0.1	-9	11	-3	-9
O=C(NCCN1C(=O)S/C(=C\c2ccc(Cl)c([N+](=O)[O-])c2)C1=O)C1=COCCO1	93*	29	3	-23	8	9.9	0.2	6	16	64*	44*
Cn1cnnc1SCC(=O)Nc1cccc(S(=O)(=O)N2CCCCCC2)c1	17	0	1	3	6	6.3	-0.3	-32	4	-5	16
CC(C)n1nnnc1SCC(=O)N1CCOCC1	11	11	4	-28	-1	0.2	0.4	5	0	-7	-3
C/C=C/C=C/C(=O)[C@@H]1[C@@H]([C@]2(C)OC(=O)C(C)=C2O)[C@H]2/C(=C(O)/C=C/C=C/C)C(=O)[C@]1(C)C(=O)C2(C)O (stereo partly drawn)	-1	-3	2	-21	6	0.2	-0.1	11	-2	-6	14
Cc1c(Cl)cccc1NC(=O)c1ncn[nH]1	16	-10	0	-6	10	0.1	0.1	-10	4	18	-4
COc1cc(/C=N/NC(=O)c2cccc(S(=O)(=O)N3CCOCC3)c2)cc(OC)c1O	0	13	-4	-8	-15	-0.5	0.2	-10	7	-6	16
Cc1cc(C(=O)OC(C)C(=O)NC2CCCCC2)c(C)o1 (stereo not drawn)	10	5	1	-20	10	-1.0	0.0	-9	-11	11	13
CS(=O)(=O)Cc1ccc(C(=O)N(CCc2ccccc2)Cc2ccccc2)cc1	3	7	-3	-7	18	-0.1	1.1	5	-12	-19	-15
Cc1cccc2cc(CNC3CCCC3)c(Cl)nc12	3	-6	4	-26	7	-1.4	0.4	-19	-3	-1	-4
O=C(CN1CCOCC1)Nc1nc(-c2ccc3c(c2)CCN3S(=O)(=O)c2ccccc2)cs1	24	-3	2	30	-6	1.0	1.6	34	4	53*	15

Other entries
SMILES	Peg3 prom inh	MITF TRPM1 inh	NR2E3 ag-1	NR2E3 ag-2	CF NFkB inh	hiPSC survival	aDG glyco up	Shn3 inh set2	KKLEB tox	TWEAK-Fn14 inh	HIF-2a block
Fc1ccc(-c2nc3ccncc3[nH]2)cc1	-54	-13	0	-12	-4	-0.9	0.2	-65	-8	-12	-112
COc1ccc2c(c1)C1(Nc3ccccc3C(=O)N1c1ccccc1)C(=O)N2 (stereo not drawn)	7	7	0	-1	-6	2.0	-0.1	3	13	-13	16
O=C(CSc1nnc(CNC(=O)c2ccccc2)o1)NCc1ccco1	19	17	5	-5	-2	3.0	-0.2	-9	20	6	11
CS(=O)(=O)n1c2ccccc2c(=O)n1-c1ccccc1CCl	-52	·	·	-40	8	1.9	0.1	11	1	12	-60
COC(=O)c1sccc1NC(=O)/C=C/c1ccc(Cl)cc1Cl	-191	-47	-1	-38	10	-1.2	0.2	-53	-20	-17	-181
O=C(NCCCc1ccccc1)c1cccc(NC(=O)C2CCCC2)c1	-7	-2	·	-82	12	-1.4	0.0	-15	3	-8	-9
CCOC(=O)N1CCN(C(=O)c2cc3c(=O)n4cccc(C)c4nc3s2)CC1	6	30	6	-7	-4	-0.2	0.1	-9	-3	-12	12
O=C(O)CCCC(=O)Nc1ccn(-c2ccccc2)n1	4	3	-2	12	-12	-1.8	-0.1	-2	6	-37	12
Cc1ccc(S(=O)(=O)N2C[C@H]3C(=O)C[C@@H](c4cccc(Cl)c4)N(S(=O)(=O)c4ccc(C)cc4)[C@H]3C[C@H]2c2ccccc2)cc1	11	·	·	-36	28	-1.3	-0.3	-8	2	-2	9
Cn1cnc2c1c(=O)[nH]c(=O)n2Cc1ccccc1	11	12	2	-6	-20	-0.8	0.1	13	-2	-1	18
COc1ccccc1-n1c(SC)nc(O)cc1=O	10	-7	1	-20	-5	-1.9	-0.1	3	-6	13	16
CCCCCCn1c(-c2ccco2)nc2oc3cc(OC)ccc3c(=O)c2c1=O	6	9	1	-32	-30	5.6	0.3	-15	2	-4	-34
CC(C)(C)C1CCc2c(C(=O)NNC(=O)/C=C/C(=O)O)csc2C1 (stereo not drawn)	-3	9	0	-27	-11	-0.9	0.1	-13	0	10	17

Compound activity as filed in PubChem BioAssay.
